FLuc inh: inhibitors of firefly luciferase; Potency, µM (top dose mostly 57.1 µM), without a hit: at the highest dose activity change, negative = inhibition, hits mostly inhibitors; purified firefly luciferase, luminescence, 8 min; 72,000 tested, 2.2% active; AID 411; further: potency means the concentration at half of the fitted maximal effect; on the % scale 0 is the no-effect control and ±100 the full control effect; nearly all actives have a fitted effect of over 40% in size
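Luminescence read-out after 8 min at room temperature; enzyme reaction used luciferin plus 10 uM ATP (linear range) in imidazole buffer pH 7.2 with KCl, MgCl2, Tween 20 and BSA. Each sample was run as a titration.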
CRE-bla Fsk: alters forskolin-stimulated CRE reporter signaling in CHO cells; CHO CRE-bla reporter (cAMP response element driving beta-lactamase), forskolin EC10, beta-lactamase ratio; Potency, µM (titrated, usually from 38.2 µM), inactives show top-dose activity change, negative = inhibition, usual class: activators; 71,000 tested, 2.5% active; AID 662; active means well fitted activation curve with a large enough effect in the signal ratio, with a control signal flat, not every such curve was filed as active; inconclusive means small, poorly fitted or top-dose-only effect, or effect the other way, or a change in a side signal; the % refers to the signal ratio; further: potency means the concentration at half of the fitted maximal effect; % of control where 0% means no effect
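CRE-bla CHO cells stimulated with EC10 NKH 477 (water-soluble forskolin) and compound titrations, 3 h at 37C; beta-lactamase read with CCF4 after 2 h at room temperature. Activity from 460/530 nm emission ratio, AC50 values for positive or negative modulation.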
UbGFP stabilizer: inhibits proteasome, raising ubiquitin-GFP reporter fluorescence. Ubiquitin-GFP reporter cells, proteasome inhibition, GFP fluorescence; response scale: untreated = 0%, 10 µM MG-132 = 100%. 67,000 tested, under 10 active. Potency, µM (series often up to 45.9 µM), without a hit: at the top dose activation (GFP accumulation), actives largely listed as activators; active means well fitted activation curve with a large enough effect, not every such curve was filed as active; inconclusive means small, poorly fitted or top-dose-only effect, or another doubt; inactive means no such curve, though single readings can be large or run the other way; further: potency means the concentration at half of the fitted maximal effect
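U2OS Ub(G76V)-GFP reporter; O/N plating, 0.5% FBS; cpd 46 uM–2.9 nM, 4 h, 37 °C; GFP+ cell count, 488/515 nm; norm. to basal vs 10 uM MG-132; CRC fit.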
15-hLO inh: inhibitors of human 15-lipoxygenase (ALOX15). purified 15hLO-1, xylenol orange hydroperoxide absorbance. Potency, µM (titrated, usually from 57.1 µM), for inactives: at the top dose activity change, negative = inhibition, usual class: inhibitors. 74,000 tested, 1.4% active. AID 887; further: potency means the concentration at half of the fitted maximal effect; on the % scale 0 is the no-effect control and ±100 the full control effect; nearly all actives have a fitted effect of over 55% in size
Target sequence (P16050 whole entry, looked up): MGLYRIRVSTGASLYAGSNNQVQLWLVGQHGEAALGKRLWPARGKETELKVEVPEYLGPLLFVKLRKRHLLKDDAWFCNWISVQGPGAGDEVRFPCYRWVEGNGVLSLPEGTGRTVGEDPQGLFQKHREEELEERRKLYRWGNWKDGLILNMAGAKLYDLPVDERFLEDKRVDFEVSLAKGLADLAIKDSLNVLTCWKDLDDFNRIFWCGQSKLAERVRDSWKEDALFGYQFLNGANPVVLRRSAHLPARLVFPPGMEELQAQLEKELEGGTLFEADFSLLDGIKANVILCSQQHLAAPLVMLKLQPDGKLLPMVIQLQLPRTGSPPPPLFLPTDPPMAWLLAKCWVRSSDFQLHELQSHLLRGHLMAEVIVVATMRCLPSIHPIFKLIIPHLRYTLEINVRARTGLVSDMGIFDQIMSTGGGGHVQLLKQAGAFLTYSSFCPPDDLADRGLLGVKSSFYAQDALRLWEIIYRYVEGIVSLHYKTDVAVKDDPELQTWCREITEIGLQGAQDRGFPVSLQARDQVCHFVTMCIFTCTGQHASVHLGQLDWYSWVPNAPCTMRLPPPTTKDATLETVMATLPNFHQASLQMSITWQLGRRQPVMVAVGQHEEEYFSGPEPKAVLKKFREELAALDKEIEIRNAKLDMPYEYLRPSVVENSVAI
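Purified human 15hLO-1 (40 nM final) in 25 mM Hepes pH 7.5, 0.01% Triton X-100 was preincubated with compound 15 min at room temperature, then reacted 6 min with 50 uM arachidonic acid; hydroperoxide detected by Fe-XO, 573/405 nm absorbance ratio.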
HBB splice mod: modulators of hemoglobin beta chain splicing; Potency, µM (top dose mostly 46.1 µM), for inactives: at the highest dose activation, usual class: activators; HBB splicing reporter cell assay, activation; EGFP reporter with mutant IVS2-654 intron; response scale: normalised to 500 nM splice-correcting PNA; 65,000 tested, 0.06% active; further: potency means the concentration at half of the fitted maximal effect; 0% is about no effect
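HeLa cells stably expressing EGFP interrupted by mutant beta-globin intron 2 (IVS2-654), 500/well in 2% FCS. Treated with compound for 2 days at 37C. Splicing correction scored as total well GFP intensity (488 nm excitation, 500-520 nm emission); 500 nM antisense PNA served as control.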
Hsp90 Hop PPI: changes Hsp90-Hop TPR2A binding signal, up or down; AID 595; 71,000 tested, 0.44% active; AlphaScreen TPR2A-His6 binding biotin-Hsp90 C-terminal peptide; Potency, µM (top dose mostly 57 µM), for inactives: top-dose activity change, negative = inhibition; active means well fitted curve in either direction with a large enough effect; inconclusive means small, poorly fitted or top-dose-only effect, or another doubt; further: potency means the concentration at half of the fitted maximal effect; on the % scale 0 is the no-effect control and ±100 the full control effect; many of its hits are not listed in these tables
Tau filament bind: binds recombinant human tau filaments; P10636; recombinant tau filaments, thioflavin S fluorescence, 15 h; filaments grown with octadecylsulfate alongside compound; Potency, µM (highest dose often 57.1 µM), without a hit: at the highest dose activity change, negative = inhibition; 71,000 tested, 2% active; AID 596;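 further: potency means the concentration at half of the fitted maximal effect; on the % scale 0 is the no-effect control and ±100 the full control effect; actives lower thioflavin S fluorescence by blocking filaments or displacing dye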
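Thioflavine S fluorescence (ex 450, em 510 nm) reports filaments formed from 1 uM human tau plus 30 uM ODS over 15 h at 37 C (10 mM HEPES pH 7.4, 100 mM NaCl, 5 mM DTT); compounds displacing dye or blocking filaments lower signal.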
ERK AVP block: blocks ERK signaling stimulated by vasopressin. 72,000 tested, 0.99% active. Potency, µM (doses to about 57.5 µM), for the others: at the highest dose activity, negative = inhibition, actives largely listed as inhibitors. HEK293-V1b, vasopressin-stimulated pERK AlphaScreen; further: potency means the concentration at half of the fitted maximal effect; on the % scale 0 is the no-effect control and ±100 the full control effect; nearly all actives have a fitted effect of over 55% in size
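HEK293 cells stably expressing V1b receptor, seeded overnight in 1% FBS, were treated with compounds for 30 min at 37C, then stimulated 5 min with 25 nM vasopressin; phospho-ERK read by AlphaScreen SureFire after lysis.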
DNA Pol III inh: inhibitors of bacterial DNA polymerase III holoenzyme. reconstituted DNA polymerase III holoenzyme replication, biochemical. Potency, µM (series often up to 57.1 µM), inactives show at the highest dose activity change, negative = inhibition. 71,000 tested, 0.25% active. AID 603; further: potency means the concentration at half of the fitted maximal effect; on the % scale 0 is the no-effect control and ±100 the full control effect
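Reconstituted *E. coli* holoenzyme (0.35 nM Pol III, 1 nM beta, 154 nM SSB, 2 nM primase) was preincubated with compound for 15 min at RT. Synthesis on 1.4 nM ssM13Gori ran 35 min, then was stopped with PicoGreen/EDTA and read as dsDNA fluorescence.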
GFP derepression: derepresses silenced GFP locus in mouse C127i cells. mouse C127i GFP locus derepression, cytometry, 30 h. Potency, µM (highest dose often 46.1 µM), without a hit: at the highest dose GFP derepression (activation). 68,000 tested, 0.09% active; further: % of control where 0% means no effect
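Read-out is the number of GFP-positive cells, scored as fluorescent objects 20 to 120 um wide, reflecting derepression of a silenced CMV-GFP reporter in murine C127i cells after 30 h compound exposure at 37 C.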
HADH2 inh: inhibitors of human HADH2 dehydrogenase; Q99714; Potency, µM (series often up to 57.1 µM), for the others: top-dose activity change, negative = inhibition, actives largely listed as inhibitors; 73,000 tested, 3.4% active; AID 886; recombinant HADH2, NADH fluorescence, beta-hydroxybutyryl-CoA; further: potency means the concentration at half of the fitted maximal effect; on the % scale 0 is the no-effect control and ±100 the full control effect; nearly all actives have a fitted effect of over 60% in size; many of its hits are not listed in these tables
Target sequence (Q99714 whole entry, looked up, one chain of several): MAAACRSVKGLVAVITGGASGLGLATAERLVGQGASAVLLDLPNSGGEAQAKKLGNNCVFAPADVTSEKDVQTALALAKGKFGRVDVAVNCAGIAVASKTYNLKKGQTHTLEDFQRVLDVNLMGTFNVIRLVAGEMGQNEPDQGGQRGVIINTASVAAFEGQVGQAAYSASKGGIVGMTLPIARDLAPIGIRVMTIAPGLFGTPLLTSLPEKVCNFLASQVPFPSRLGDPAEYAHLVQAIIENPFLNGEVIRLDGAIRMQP
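Buffer 100 mM Tris-HCl pH 9.0/0.01% Tween-20; HADH2 20 nM; NAD+ 1 mM; beta-hydroxybutyryl-CoA 90 uM (all final). 15 min cpd preincubation, RT.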
The depositor's hits bear a star; i = inactive; ? = inconclusive; . = no result given; [ ] = another dose, or the depositor's remark. Unless noted, the call rests on the fitted dose curve; in most records, active means well fitted curve in the direction sought with a large enough effect; inconclusive means small, poorly fitted or top-dose-only effect, or another doubt; inactive means no such curve, though single readings can be large; an effect the other way counts as inactive or inconclusive.

SMILES | FLuc inh | CRE-bla Fsk | UbGFP stabilizer | 15-hLO inh | HBB splice mod | Hsp90 Hop PPI | Tau filament bind | ERK AVP block | DNA Pol III inh | GFP derepression | HADH2 inh
O=S(=O)(c1cccc(S(=O)(=O)N2CCC(Cc3ccccc3)CC2)c1)N1CCOCC1 | 2% | 9% | -3% | 2% | -0.3%[57.5 µM] | 3% | 8% | 8% | 3% | 0% | 9%
Cn1cccc1C(=O)N1CCC2(CCCN(C(c3ccccc3)c3ccccc3)C2)CC1 | 0%[11.4 µM] | ? | -5% | -8% | -0.1% | -27% | 12% | ? | 9% | -2%[9.22 µM] | -1%
COCCN(C(=O)COc1ccccc1)c1nnc(-c2cccnc2)s1 | -2% | -14% | 2% | 13% | . | 69% | -9% | 9% | -2% | -2% | 36%[activator]
N#Cc1cnn(-c2ccccc2)c1N | 1% | ? | -10% | 6% | 3.3% | -1% | 4% | -8% | -1% | 0% | -3%
C=CCn1c(-c2ccc(OC)c(OC)c2)cs/c1=N\c1ccccn1 | 1% | ? | -8% | -14% | -3.1% | -28% | -10% | ? | 20% | 2% | ?
OCCOCCn1c(-c2ccccc2)nc(=S)c2c1CCCC2 | 0% | 2% | -7% | 4% | -0.4% | -3% | 2% | -2% | -3% | -4% | -29%
O=c1cnc2cnc(N3CCNCC3)nc2n1Cc1ccc(F)cc1 | 1%[11.4 µM] | ? | 1% | 7% | -1.0% | -3% | 0% | 0% | -7% | -3%[9.22 µM] | -3%
N#Cc1ccccc1OCC(=O)Nc1c(C(=O)C2CC2)oc2ccccc12 | 2% | ? | -3% | -2% | . | 2% | 112% | -10% | -5% | 1% | -11%
COc1ccc(N2C(=O)CC(NC34CC5CC(CC(C5)C3)C4)C2=O)c(OC)c1 (centres undefined) | 1% | ? | -2% | -2% | 1.5% | -6% | 11% | -6% | 2% | -2% | 9%
CC(C)NC(=O)CN1CCN(c2ncccn2)CC1 | 2% | 9% | 0% | 8% | . | -4% | -6% | -10% | -2% | 0% | -3%
CCCCn1c(SCC(=O)Nc2cc(C)on2)nc2ccccc2c1=O | 2% | -6% | -1% | -2% | -1.9% | 1% | 8% | -23% | -6% | -3% | ?
O=C(O)c1[nH]c2ccccc2c1CC(=O)N1CCOCC1 | 1% | -11% | -1% | 1% | -2.3% | -4% | 14% | 8% | 0% | 0% | -4%
COc1ccccc1N1CCN(C(=O)CSc2ncccc2-c2nc3ccccc3[nH]2)CC1 | ? | -4% | 4% | -14% | . | -7% | ? | ? | -6% | -2% | 0%
CC(C)c1cc(=O)oc2c3c4c(cc12)CCCN4CCC3 | 0% | ? | 4% | -30% | -0.5%[9.22 µM] | 22% | i | 5% | -6% | 3% | 15%
COc1ccc(Cn2nnnc2C(c2ccc(N(C)C)cc2)N2CCC(C)CC2)cc1 (centres undefined) | 1% | 0% | 4% | 4% | 0.6%[57.5 µM] | -6% | 4% | 17% | 0% | 3% | 0%
CC(NC(=O)c1cccc(C(F)(F)F)c1)C1CCCO1 (centres undefined) | 3% | -1% | 6% | 6% | -0.2% | 2% | 0% | -29% | -2% | 2% | 4%
O=C(Nc1cccc(F)c1)N1CC2(CCN(C(=O)c3cnccn3)CC2)C1 | 0%[11.4 µM] | ? | -1% | 3% | -0.7% | -1% | 0% | -5% | -9% | 7%[9.22 µM] | -8%
CC1(C)CC(=O)CC(=NCC(=O)O)C1 | 0% | 0% | -4% | ? | -0.2%[9.22 µM] | 0% | 17% | 24% | 2% | 0% | -7%
Cc1cc(/C=N/n2cnnc2)c(C)n1-c1cccc(Cl)c1 | 3% | ? | 4% | 9% | -1.0% | -10% | 10% | -26% | 3% | -4% | -5%
Cc1cc(C(=O)N2CCCc3ccccc32)no1 | 1% | -15% | -7% | 3% | -0.2% | 5% | -2% | 9% | -7% | 0% | -6%
Cc1cc(C)n(-c2ccc(C(=O)Nc3sccc3C(N)=O)cc2)n1 | -29% | ? | -2% | -8% | 0.0%[57.5 µM] | -3% | -24% | ? | 0% | -2% | -25%
Cc1ccc(-c2n[nH]c(=O)c3ccccc23)cc1N | 1% | ? | -9% | -2% | 0.8% | -4% | -3% | -12% | -5% | -1% | -7%
Cc1nnc(SC(C)C(=O)NCC2CCCO2)n1-c1ccccc1 (centres undefined) | 2% | 17% | 6% | 12% | -1.5% | 3% | 9% | 5% | -1% | 0% | 4%
CCN(CC)CC(C)(C)NS(=O)(=O)c1ccc(Cl)cc1 | 2% | -16% | . | 3% | 3.4%[0.369 µM] | -1% | -24% | -20% | -5% | 0% | -13%
COCC(=O)Nc1ccc(Nc2ccccc2)cc1 | -3% | ? | 5% | -8% | -0.3% | -23% | 7.9µM* | ? | -8% | 3% | -21%

The listing continues:
SMILES | FLuc inh | CRE-bla Fsk | UbGFP stabilizer | 15-hLO inh | HBB splice mod | Hsp90 Hop PPI | Tau filament bind | ERK AVP block | DNA Pol III inh | GFP derepression | HADH2 inh
COc1ccc(-n2c(Cc3cccn3C)nnc2SCC(=O)Nc2cc(C)cc(C)c2)cc1 | -10% | ? | 1% | -25% | -1.2% | -8%[2.3 µM] | 55% | -13% | -4% | . | -19%
Cc1cc2cc(CN(Cc3ccc4c(c3)OCO4)Cc3nnnn3C3CCCC3)c(=O)[nH]c2cc1C | -2% | 13% | 6% | -19% | 0.2%[57.5 µM] | -4% | 4% | 0% | -1% | 2% | 28%
O=C(CSc1nnc(Cc2ccccc2)n1C1CCCCC1)N1CCOCC1 | -2% | -2% | -4% | 7% | -0.2%[57.5 µM] | 1% | -9% | 2% | -1% | -2% | 13%
O=C(CCCCC(=O)Nc1c(I)cc(I)c(C(=O)O)c1I)Nc1c(I)cc(I)c(C(=O)O)c1I | 5%[25.5 µM] | -1%[17.1 µM] | 1%[20.5 µM] | 7%[25.6 µM] | 0.6%[20.6 µM] | -1%[26 µM] | 5%[25.6 µM] | 17%[25.7 µM] | -4%[25.6 µM] | -1%[20.6 µM] | 1%[25.6 µM]
CC(=O)OCC(OC(C)=O)C(OC(C)=O)C(OC(C)=O)C(=O)Nc1ccccc1C (centres undefined) | 4% | 3% | -1% | 9% | 0.2%[57.5 µM] | -2% | 3% | -24% | -4% | -1% | -4%
CC(=O)c1ccc(N2CCN(C(=O)c3ccco3)CC2)c(F)c1 | 0% | 0% | 12% | -12% | -1.0% | -2% | 7% | -1% | 1% | 0% | -4%
CCCCc1cc2c(c(NC(C)=O)n1)c(=O)oc1ccccc12 | 0% | 7% | 9% | 7% | -0.2% | ? | -7% | 9% | 0% | -2% | 8%
NC(=O)CCn1nc(-c2ccc(Cl)cc2)c2ccccc2c1=O | 2% | ? | -5% | 8% | -1.6% | -1% | 4% | -30% | -5% | -3% | 8%
CSc1n[nH]c(NCc2cccs2)n1 | 1% | -3% | -3% | 5% | 1.2% | 2% | 2% | 6% | -2% | -1% | 3%
C[C@H](O)Cn1cnc2c1c(=O)n(C)c(=O)n2C | -1%[25.5 µM] | -4%[17.1 µM] | 1%[20.5 µM] | -3%[25.6 µM] | 1.8%[20.6 µM] | -1%[26 µM] | -8%[25.6 µM] | 6%[25.7 µM] | -8%[25.6 µM] | -2%[20.6 µM] | -1%[25.6 µM]
CN(C(=O)C1CCOC1)c1nnc(-c2cccnc2)s1 (centres undefined) | 3% | 6% | 6% | 10% | . | -1% | -8% | 16% | -4% | -1% | 11%
COCCNC(=O)c1ccccc1-c1nc(-c2ccccc2Cl)no1 | ? | 2% | 4% | -5% | 0.9%[1.84 µM] | 0% | -3% | 5% | -1% | 2% | 3%
Cc1ccccc1CSc1nnc(C)c(=O)[nH]1 | -2% | -5% | 0% | 4% | -0.6% | -4%[2.3 µM] | -11% | -4% | -5% | . | -8%
O=c1c(-c2ccc(F)cc2)nc2cncnc2n1C1CC1 | 1%[11.4 µM] | -5% | 12% | -16% | -0.8% | -4% | 7% | ? | -11% | 3%[9.22 µM] | -5%

Screening results deposited in PubChem BioAssay by National Center for Advancing Translational Sciences (NCATS).

Not all compounds are listed, so the mix of outcomes need not match the whole.
